Compound activity: PubChem, Sanford-Burnham Center for Chemical Genomics
HEK293 NOD2/NF-kB: NOD2 signaling inhibitors, cell-based, luminescence, uHTS, HEK293 (AID 1566); HEK293 NOD2/NF-kB luciferase reporter, luminescence; higher % means a stronger effect; inhibition, % at 4 µM, or EC50 in µM where a hit was titrated; actives 0.63% (n = 290,000); also: many of its hits are not listed in these tables
PMI inhibition: human PMI inhibitors, high substrate, primary screen, biochemical, fluorescence intensity, high mannose 6-phosphate (AID 1220) | recombinant PMI enzyme, coupled fluorescence intensity; higher % means a stronger effect | inhibition, % at 20 µM, or IC50 in µM where a hit was titrated | actives 0.66% (n = 190,000)
KOR beta-arrestin-1: KOR agonists, beta-arrestin recruitment, primary screen, cell-based, luminescence, uHTS (AID 1777) | KOR beta-arrestin recruitment, luminescence; higher % means a stronger effect | Kappa-type opioid receptor (Homo sapiens) | actives 0.02% (n = 280,000) | activation, % at 10 µM; hits with a dose series show EC50 in µM; in the data active = activation above about 50%, passing the limit was not always enough; also: a part of the inactive calls stands beside numbers as strong as those of hits
PMI inhibitors: inhibitors of human PMI, primary screen, biochemical, fluorescence intensity, coupled assay (AID 1209); Mannose-6-phosphate isomerase (Homo sapiens); purified PMI enzyme, coupled fluorescence intensity; higher % means a stronger effect; inhibition, % at 20 µM, or IC50 in µM where a hit was titrated; actives 0.42% (n = 190,000);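 also: plate controls were DMSO vehicle for no effect and wells lacking substrate for full effect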
XIAP displacement: XIAP antagonists, biochemical, IAP family, fluorescence polarization (AID 1018); XIAP BIR domain, fluorescence polarization peptide displacement; higher % means a stronger effect; one-dose displacement, % at 20 µM; IC50 in µM for titrated hits; actives 0.007% (n = 200,000); in the data active = displacement above about 50%; also: a part of the inactive calls stands beside numbers as strong as those of hits
KOR beta-arrestin-2: KOR antagonists, beta-arrestin recruitment, cell-based, luminescence, uHTS (AID 1778); Kappa-type opioid receptor (Homo sapiens); KOR beta-arrestin recruitment, luminescence, antagonist mode; higher % means a stronger effect; one-dose inhibition, % at 10 µM; IC50 in µM for titrated hits; actives 0.091% (n = 290,000); also: strong numbers were not always called active
TNAP activators: human TNAP enzyme activators, primary screen, biochemical, luminescent, no phosphate acceptor, uHTS (AID 1001). purified TNAP, luminescent activation assay, no phosphate acceptor; higher activation fold means a stronger effect. Alkaline phosphatase, tissue-nonspecific isozyme (Homo sapiens). actives 0.03% (n = 200,000). activation fold at 20 µM, or EC50 in µM where a hit was titrated; in the data active = activation fold from about 3, or a potency from the dose series; inactive = the rest, 99 in 100 with activation fold below about 1.6; also: many of its hits are not listed in these tables
LYP inhibition: inhibitors of LYP phosphatase, biochemical, fluorescence intensity, uHTS (AID 1779); Tyrosine-protein phosphatase non-receptor type 22 (Homo sapiens); recombinant LYP phosphatase, fluorescence intensity; higher % means a stronger effect; inhibition, % at 11.5 µM, or IC50 in µM where a hit was titrated; actives 0.054% (n = 290,000);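 also: plate controls were vehicle with enzyme for no effect and no enzyme for full effect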
NOD1 inhibition: NOD1 signaling inhibitors, primary screen, cell-based, luminescence, uHTS (AID 1578); NOD1-driven NF-kB luciferase reporter cells, luminescence; higher % means a stronger effect; one-dose inhibition, % at 4 µM; EC50 in µM for titrated hits; actives 1% (n = 290,000); in the data active = inhibition mostly above about 36%, no sharp cut-off; inactive = mostly below about 34%;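 also: HEK-293T reporter cells stimulated with the NOD1 agonist gamma-tri-DAP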
The depositor's hits bear a star; / = no result given; [ ] = remark or other dose. Rule as the data show it, unless noted: active = inhibition above about 50%; inactive = the rest. A portion of the library, so the mix of outcomes need not match the whole.

SMILES | HEK293 NOD2/NF-kB | PMI inhibition | KOR beta-arrestin-1 | PMI inhibitors | XIAP displacement | KOR beta-arrestin-2 | TNAP activators | LYP inhibition | NOD1 inhibition
COc1ccc(NC(=O)CSCC(=O)Nc2ccc(S(=O)(=O)N3CCCCC3)cc2)cc1 | -6% | / | -0.7% | / | / | 20% | / | -3% | -23%
CC(C)(C)NC(=O)C(c1ccco1)N(C(=O)Cn1nnc(-c2ccc(F)cc2)n1)c1ccccc1F (configuration not stated) | 12% | 24% | -1.0% | 26% | -8.0% | 23% | 1 | 5% | 4%
CC(=O)OC1(C(F)(F)F)Oc2ccccc2NC1=O (configuration not stated) | -5% | 22% | 1.2% | 13% | -1.0% | 5% | 1.1 | 1% | -21%
Clc1ccc2nc(-c3ccc(Cl)nc3)[nH]c2c1 | -65% | / | -0.1% | / | / | 7% | / | -8% | -4%
Cc1csc(NC(=O)CSCC(=O)O)c1-c1nc2ccccc2s1 | -2% | / | 5.3% | / | / | -117% | / | 4% | -1%
CSc1ccc(/C=C(/NC(=O)c2ccccc2)C(=O)NCCN2CCOCC2)cc1 | -8% | / | 0.1% | / | / | 14% | / | -2% | -25%
COc1cccc(-c2nc(CS(=O)(=O)CC(=O)Nc3c(C)cccc3C)c(C)o2)c1 | 5% | 7% | -3.2% | 6% | -0.2% | 10% | 1.1 | -1% | -10%
CC(=O)[C@H]1[C@H](C#N)C[C@H]2[C@@H]3CC=C4C[C@@H](O)CC[C@]4(C)[C@H]3CC[C@@]21C | 13% | 12% | -2.1% | 10% | -7.6% | -12% | 1.1 | -1% | -20%
C#CC1(NC(=O)NS(=O)(=O)c2ccc(C)cc2)CCCCC1 | 17% | / | -13% | / | / | 17% | / | -10% | -3%
CC(=NCCN1CCN(C(=S)Nc2ccccc2)CC1)C1=C(O)CC(C)(C)CC1=O | 11% | -2% | -2.0% | -3% | -14% | 2% | 1.1 | -11% | -12%
NS(=O)(=O)c1ccc(CCNC(=O)c2cncc(Br)c2)cc1 | -6% | -6% | 4.3% | -4% | -1.7% | -47% | 1 | -1% | 8%
Cc1noc(C)c1COc1ccc2ccc(=O)oc2c1 | -12% | 1% | 0.1% | -2% | -7.9% | 2% | 1.1 | -4% | -46%
FC(F)(F)c1cc(-c2ccco2)nc(N2CCN(Cc3ccccc3)CC2)n1 | 7% | 10% | -1.0% | 17% | -1.8% | 12% | 1.1 | -2% | 30%
COC(=O)Cc1c(C)c2ccc(OCC(=O)c3ccc(OC)c(OC)c3)cc2oc1=O | 9% | / | -2.5% | / | / | -4% | / | -5% | -6%
Cc1cc(SCC(=O)Nc2ccccc2)n2ncc(-c3ccccc3)c2n1 | 4% | / | 1.8% | / | / | -37% | / | 2% | -11%
Cc1ccc(CCN2CC(C(=O)NCCc3ccccc3)CC2=O)cc1 (configuration not stated) | -9% | / | 1.8% | / | / | -6% | / | -11% | -18%
O=C1NC2(CCOc3ccccc32)C(=O)N1CC(=O)N(Cc1ccccc1)C1CCS(=O)(=O)C1 (configuration not stated) | -2% | -25% | / | -2% | -23% | -1% | 1 | -1% | 10%
COC(=O)c1ccccc1NC(=O)CSc1nncn1-c1cccnc1 | -12% | / | 1.7% | / | / | -59% | / | -10% | -28%
CC(C)Oc1ccc(Nc2ncnc3ccccc23)cc1 | -48% | -14% | 0.0% | -14% | -5.8% | -63%[20 µM] | 1.1 | -4% | -14%
CCCCN(CC)CCNC(=O)c1cc2c(-c3ccc(Cl)cc3)nn(C)c2s1 | 16% | / | 1.4% | / | / | -26% | / | -18% | -1%
CC(Oc1cc(-c2ccccc2)cc2ccccc12)C(=O)N1CCOCC1 (configuration not stated) | -2% | 5% | 4.2% | 11% | -4.7% | -26% | 1 | -4% | 8%
O=c1c2c(n3cnnc3n1-c1ccccc1)-c1ccccc1CC21CCCCC1 | 8% | 10% | -0.8% | 8% | -2.6% | 6% | 1 | -4% | 8%
CCOc1ccc(-c2nnc(SCC(=O)Nc3cc(C)on3)o2)cc1 | 1% | 1% | -1.4% | 6% | -6.0% | -36% | 1.5 | -8% | -15%
COc1ccccc1NC(=O)c1cc2c(CO)cnc(C)c2oc1=Nc1ccccc1 | -14% | / | 6.3% | / | / | -44% | / | -9% | -12%
COc1ccc(NC(=O)C2CCN(c3cc(-c4ccccc4)nc4ncnn34)CC2)cc1OC | -5% | -1% | 4.7% | -2% | -2.5% | -22% | 1.1 | 0% | -29%
Cc1ccc2nc(SCc3cn4c(C)cc(C)nc4n3)[nH]c2c1 | 19% | -5% | -5.7% | 3% | -4.8% | 11% | 1.6 | -10% | 10%
CC1Oc2ccccc2N(Cc2ccc(F)cc2)C1=O (configuration not stated) | 7% | / | 0.8% | / | / | -11% | / | -8% | -12%
COc1ccc(NC(=O)COC(=O)[C@@H]2CCCN2S(=O)(=O)c2ccccc2F)c(OC)c1 | 12% | -1% | -0.8% | -10% | -6.8% | 24% | 1.2 | -8% | -36%
COc1cc(C(=O)N/N=C\c2ccccc2)c([N+](=O)[O-])c(OC)c1OC | -4% | 29% | -4.5% | 3% | -5.1% | 8% | 1.1 | -4% | -16%
O=C(CSCc1ccccc1)N1CCN(c2cccc(C(F)(F)F)c2)CC1 | -10% | 12% | -7.3% | 15% | -8.8% | 14% | 1 | -1% | -15%
O=C(NCc1ccco1)C1CCCN(S(=O)(=O)c2ccccc2)C1 (configuration not stated) | 13% | -9% | -5.9% | -8% | -5.9% | 6% | 1.2 | -12% | 0%
CCC(=O)Nc1nc2nc(C)cc(=O)n2[nH]1 | -6% | -8% | -5.4% | 0% | -4.8% | -2% | 1.2 | 0% | 57%*
O=S(=O)(Nc1nc2ccccc2nc1-[n+]1cccc(N=C([O-])c2ccccc2Cl)c1)c1ccccc1 | 6% | / | 0.2% | / | / | 18% | / | 4% | -4%
CCc1nonc1NC(=O)COc1cc(C)c(Cl)c(C)c1 | -1% | / | -0.6% | / | / | -20% | / | -8% | 5%
COc1ccc(-c2csc(Nc3cccc(C)n3)n2)cc1 | -155% | / | -1.6% | / | / | 8% | / | -2% | -16%
Cc1ccc(S(=O)(=O)NCc2c(-c3ccccc3)c3cc(Cl)ccc3[nH]c2=O)cc1 | 18% | -5% | 55% | -1% | -9.5% | 12% | 1 | -7% | 6%
Cc1ccc(/C=C/C(=O)c2c(C)cc(C)[nH]c2=O)cc1 | -34% | 16% | 4.1% | 4% | 0.5% | 6% | 1.1 | -1% | 56%
O=C(c1ccco1)N1CCN(c2ccc(F)cc2)CC1 | -2% | 8% | / | 7% | 13% | 2%[20 µM] | 1.1 | -8% | -29%
Cc1cccc(N2CCN(C(=O)Cc3cn(C)c4ccccc34)CC2)c1C | / | -13% | 3.7% | -1% | -11% | / | 1.2 | 9% | /
COc1ccc(C(=O)N/N=C(\C)c2ccc(NC(=O)Cc3ccccc3)cc2)c(OC)c1 | 4% | / | 3.7% | / | / | -20% | / | -10% | -29%
CCCc1cc(=O)n2nc(N3CCC(C(=O)N4CCN(c5ccc(OC)cc5)CC4)CC3)sc2n1 | 62%* | / | -1.8% | / | / | -4% | / | -11% | 26%
Cn1c(-c2ccc(F)cc2)cnc1NCc1cccc(F)c1 | -11% | 2% | 5.1% | 16% | -19% | -45% | 1.1 | -10% | 13%
CCCOCCOC(=O)c1[nH]c2c(c1C)C(=O)CC(c1cc(OC)ccc1OC)C2 (configuration not stated) | 31% | -2% | 3.3% | -2% | -4.7% | 19% | 1.1 | -8% | -12%
O=C(NC1CCCC1)C(c1ccc(F)cc1)N(Cc1ccccc1Cl)C(=O)CCl (configuration not stated) | 2% | -4% | 7.0% | -3% | -0.8% | -6% | 1.2 | -1% | 69%
Cc1ccccc1NC(=O)COC(=O)/C=C/c1cccc(C(F)(F)F)c1 | 4% | -12% | 2.7% | -16% | -3.5% | -17% | 1.1 | -1% | -10%
CCOc1ccccc1C1C(C#N)=C(N)N(N(C)C)C2=C1C(=O)CCC2 (configuration not stated) | 8% | / | 4.5% | / | / | -2% | / | -6% | 0%
COc1cc(C)nc(N2CCCC(C(=O)NC3CCC(C)CC3)C2)n1 (configuration not stated) | -51% | 8% | 1.9% | 5% | -4.3% | -25% | 1.1 | -3% | -65%
Cc1ccc(C(=O)Nc2nnc(C3=COCCO3)o2)cc1C | -13% | / | 1.3% | / | / | -14% | / | -8% | -22%

Exported tab-delimited: 4 of the compounds above.
molecule	HEK293 NOD2/NF-kB	PMI inhibition	KOR beta-arrestin-1	PMI inhibitors	XIAP displacement	KOR beta-arrestin-2	TNAP activators	LYP inhibition	NOD1 inhibition
CCCc1cc(=O)n2nc(N3CCC(C(=O)N4CCN(c5ccc(OC)cc5)CC4)CC3)sc2n1	62%*	/	-1.8%	/	/	-4%	/	-11%	26%
O=C(c1ccco1)N1CCN(c2ccc(F)cc2)CC1	-2%	8%	/	7%	13%	2%[20 µM]	1.1	-8%	-29%
O=C(NC1CCCC1)C(c1ccc(F)cc1)N(Cc1ccccc1Cl)C(=O)CCl (configuration not stated)	2%	-4%	7.0%	-3%	-0.8%	-6%	1.2	-1%	69%
COc1cc(C)nc(N2CCCC(C(=O)NC3CCC(C)CC3)C2)n1 (configuration not stated)	-51%	8%	1.9%	5%	-4.3%	-25%	1.1	-3%	-65%

Remaining list, next part
SMILES | HEK293 NOD2/NF-kB | PMI inhibition | KOR beta-arrestin-1 | PMI inhibitors | XIAP displacement | KOR beta-arrestin-2 | TNAP activators | LYP inhibition | NOD1 inhibition
CCc1cc(=O)oc2c(C)c(OC(C)C(=O)NC3CC(C)(C)NC(C)(C)C3)ccc12 (configuration not stated) | 0% | / | 1.6% | / | / | -48% | / | -8% | -14%
O=C1c2cccnc2C(Nc2ccc(Br)cc2Br)N1Cc1cccs1 (configuration not stated) | -12% | 7% | -1.6% | 7% | -1.9% | -10% | 1.1 | -1% | -49%
O=C(Nc1ccccc1)c1ccc(Br)o1 | 0% | 1% | -1.6% | 2% | -6.0% | 21% | 1.1 | -2% | -20%
Cc1ccc(CN2CCSc3ccc(C(=O)NCC4CCCO4)cc32)cc1 (configuration not stated) | 21% | / | 2.2% | / | / | 24% | / | -2% | -4%
Nc1ccc(S(=O)(=O)Nc2nc3ccccc3o2)cc1 | 4% | / | 4.3% | / | / | -21%[20 µM] | / | -8% | -21%
Cn1cc(S(=O)(=O)CC(=O)Nc2ccc3c(c2)OCO3)c2ccccc21 | 9% | 26% | 4.2% | 7% | -5.0% | 11% | 1.1 | -3% | -18%
Cc1cc(C(=O)NC2CC(C)(C)Cc3c2cnn3-c2ccc(F)cc2)no1 (configuration not stated) | -5% | / | -3.7% | / | / | 11% | / | -4% | -21%
COc1ccc(Br)cc1CN1CCN(C(=O)c2cccc(F)c2)CC1 | 11% | / | -4.0% | / | / | 8% | / | -8% | -9%
COc1ccccc1/C=N/NC(=O)c1cccc(NC(=O)c2ccccc2Cl)c1 | -10% | 5% | -0.9% | 8% | -12% | 2% | 1.1 | 6% | -40%
Cc1ccc(C2C(=O)N(C3CCCC3)CC(=O)N2C2CCCCC2)cc1 (configuration not stated) | 20% | -2% | -8.3% | -5% | -4.8% | 28% | 0.7 | -2% | 10%
c1nc2sc3c(c2c2nnnn12)CCCC3 | 28% | 10% | -0.1% | 10% | -6.0% | 2% | 1.1 | 0% | 43%
